Lipid droplet = inhibitors of hepatocyte lipid droplet formation, primary screen, imaging, high-throughput imaging, BODIPY stain; 240,000 tested, 0.4% active; AML12 mouse hepatocytes, oleate lipid droplets; inhibition, % at 6.5 µM;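 active = lipid droplet intensity inhibited by at least 50%, with more than 500 cells counted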
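Material: mouse AML12 hepatocyte cell line, fixed after treatment; Timing: compound with oleate, overnight; Technique: high-content imaging of BODIPY-stained droplets and DAPI nuclei; Probe or stimulus: oleate, 100 µM final; Dosing: compound at 6.5 µM only.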
West Nile virus CPE = West Nile virus antiviral activity, cell-based, CPE readout (AID 1621). West Nile virus-infected cells, CPE inhibition; higher % means a stronger effect. CPE inhibition, % at 10 µM, or IC50 in µM where a hit was titrated. 290,000 tested, 0.02% active; in the data active = a potency from the dose series; also: strong numbers were not always called active
Autophagy mod = autophagy modulators in MEF cells, primary screen, imaging, high-content, MEF GFP-LC3. MEF GFP-LC3 puncta imaging; test concentration mostly 10 µM. calls only at 10 µM (by protocol). 190,000 tested, 0.98% active;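 active = percentage of spot-positive cells more than 3 SD above its plate mean, without a fluorescence outlier flag or 80% toxicity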;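 also: spot-positive cell cutoff set from DMSO-treated cells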
Myeloid diff 2 = induction of myeloid progenitor differentiation, primary screen, cell-based, flow cytometry, MLPCN library. ER-HoxA9 myeloid progenitors, lysozyme-GFP differentiation. calls only at 10 µM. 360,000 tested, 1% active;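 active = normalized GFP-positive differentiation at or above the plate's own cutoff, the solvent-only control mean plus 3 SD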;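 also: cells exposed to compound for four days before flow analysis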
WT yeast gro inh = growth inhibition of WT strain, primary screen, mitochondrial fusion inhibitor project, WT and mutant strains, chemical genetic | AID 1362, 2008 | inhibition, % at 10 µM | mitochondrial fusion phenotypic screen | 190,000 tested, 2.1% active; in the data active = inhibition above about 58%; tested in S. cerevisiae
Insulin prom up = insulin promoter activators in MIN6 cells, imaging, high-content screening, mouse beta cells; MIN6 insulin promoter-GFP reporter; stronger effect = higher value; z-score at 5 µM; 190,000 tested, 0.3% active;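 active = z-score above 3 at 5 µM with at least 500 cells counted in the well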
T cell modulator = modulators of CD8 T cell-vesicle binding, primary screen, mouse 2C CD8+ T cells, flow cytometry; AID 2052, 2009; 2C CD8+ T cell-vesicle binding; stronger effect = lower value; calls only at 7 µM; 330,000 tested, 0.068% active;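 active = response, share of CD8 T cells binding vesicles, and their 90th percentile fluorescence all below set limits, cut at about 80% in these data, passing the limit was not always enough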
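Material: 2C TCR transgenic mouse naive CD8+ T cells, MACS-purified. Also added: QL9-charged Drosophila Ld/ICAM-1/B7-1 vesicles. Timing: binding 1.5 h at 37 °C. Measured by: high-throughput flow cytometry with anti-B7-1 and anti-CD8 staining. Read-out: percent CD8+ FL2 mean versus row control. Controls: Unloaded micro-vesicles (low), QL9 vesicles with 0.7% DMSO (high).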
bCat nuc transl = modulators of beta-catenin nuclear translocation, primary screen, imaging, HeLa cells, immunofluorescence, high-content; 190,000 tested, 0.3% active; nuclear translocation activity, % at 5 µM; AID 1665, 2009;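 active = nuclear translocation activity above 50% at 5 µM, with a well cell count of 50 or more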;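 also: per-cell ratio of nuclear to cytoplasmic median beta-catenin stain intensity; plate controls were DMSO negative control for no effect and GSK-3 inhibitor IX positive control for full effect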
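Test system: HeLa cells, endogenous beta-catenin; Compound: single 5 µM dose plus 0.02–20 µM confirmation series; Times: compound exposure 24 h at 37°C; Signal: fluorescence imaging of beta-catenin antibody stain plus DAPI; Read-out: % activation, nuclear-to-cytoplasmic median beta-catenin signal ratio per cell.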
MT stabilize HCS = microtubule stabilizers in HeLa cells, primary screen, imaging, high-content imaging; % tubulin-high responders, % at 10 µM; HeLa tubulin immunostaining HCS, 24 h; share of cells brighter than vehicle mean+2SD; 200,000 tested, 0.83% active;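 active = plate Z-score above 3 for both tubulin-high and condensed-nucleus cell shares, with cell loss under 80%, at 10 µM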;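 also: anti alpha tubulin signal scored within the nucleus-defined area of each cell; some results filed as inactive read as strong as hits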
WT yeast gro inh mutant strain = second read-out of WT yeast gro inh, no call of its own (marks repeat the call); inhibition, %; mitochondrial fusion phenotypic screen, mutant strain inhibition
Insulin prom up cell count = recorded beside Insulin prom up, whose call it bears; cell count; measured here: cytotoxicity, nuclei count;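 total cells summed across four imaged fields per well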
Lipid droplet cells 6.5 µM = second read-out of Lipid droplet, no call of its own (marks repeat the call); cell count; measured here: cell count, cytotoxicity flag;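 cells counted across two imaged fields per well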
bCat nuc transl cell count 5 µM = recorded beside bCat nuc transl, whose call it bears; cell count; measured here: cell count, cytotoxicity flag
T cell modulator vesicle-bound % = second read-out of T cell modulator, no call of its own (marks repeat the call); double positive events, %; measured here: CD8+ vesicle-bound cell fraction;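 binding gate set so that unloaded-vesicle control wells show 10% double positive cells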
MT stabilize HCS Hoechst-high % = also measured in MT stabilize HCS; calls as there; % Hoechst-high responders; measured here: nuclear condensation Hoechst responders;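 share of cells brighter than vehicle mean plus two SD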
MT stabilize HCS cytotoxicity % = also measured in MT stabilize HCS; calls as there; toxicity, %; measured here: cytotoxicity by cell density;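 0% = mean cell density of plate MIN control wells and 100% = no cells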
Autophagy mod cell loss 18 h = also measured in Autophagy mod; calls as there; toxicity, %; measured here: cell loss, nuclei count;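 cell loss after 18 h compound exposure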
Myeloid diff 2 GFP+ MAC1+ % = second read-out of Myeloid diff 2, no call of its own (marks repeat the call); GFP+ MAC1+ double positive, %; measured here: differentiation confirmed by MAC1 staining
The depositor's hits bear a star; i = inactive; / = not tested or not shown. Compounds as they come; any-hit rate near 3.9%.

Start of the data: the first 2 entries as a preview:
SMILES	Lipid droplet	Lipid droplet cells 6.5 µM	West Nile virus CPE	Autophagy mod	Autophagy mod cell loss 18 h	Myeloid diff 2	Myeloid diff 2 GFP+ MAC1+ %	WT yeast gro inh	WT yeast gro inh mutant strain	Insulin prom up	Insulin prom up cell count	T cell modulator	T cell modulator vesicle-bound %	bCat nuc transl	bCat nuc transl cell count 5 µM	MT stabilize HCS	MT stabilize HCS Hoechst-high %	MT stabilize HCS cytotoxicity %
Nc1ccc2nc(SCc3ccc([N+](=O)[O-])cc3)sc2c1	/	/	/	i	35	i	3.2	-11	-2	-0.04	1507	i	25	3.1	1158	2.4	1.7	4.7
CCOC(=O)N1CCN(Cc2nnc(-c3cccc(Br)c3)o2)CC1	-3	793	-1.5%	/	/	i	0.4	/	/	/	/	i	30	/	/	/	/	/

The list itself, repeating the preview:
SMILES	Lipid droplet	Lipid droplet cells 6.5 µM	West Nile virus CPE	Autophagy mod	Autophagy mod cell loss 18 h	Myeloid diff 2	Myeloid diff 2 GFP+ MAC1+ %	WT yeast gro inh	WT yeast gro inh mutant strain	Insulin prom up	Insulin prom up cell count	T cell modulator	T cell modulator vesicle-bound %	bCat nuc transl	bCat nuc transl cell count 5 µM	MT stabilize HCS	MT stabilize HCS Hoechst-high %	MT stabilize HCS cytotoxicity %
Nc1ccc2nc(SCc3ccc([N+](=O)[O-])cc3)sc2c1	/	/	/	i	35	i	3.2	-11	-2	-0.04	1507	i	25	3.1	1158	2.4	1.7	4.7
CCOC(=O)N1CCN(Cc2nnc(-c3cccc(Br)c3)o2)CC1	-3	793	-1.5%	/	/	i	0.4	/	/	/	/	i	30	/	/	/	/	/
CC1CN(C(=O)Nc2ccc3c(c2)OCO3)CC(C)O1 (stereo unspecified)	17	855	-0.2%	i	-2	i	3.1	7	-4	/	/	i	8	/	/	1.0	1.3	13
CCOC(=O)c1cc(C(=O)c2cc(Cl)ccc2O)coc1=N	-13	730	-0.6%	i	11	i	0.1	4	4	0.42	1250	i	47	0.2	1081	2.3	1.7	9.8
Cn1c(=O)[nH]c(=O)c2c1nc(NCc1ccccc1)n2Cc1ccc(F)cc1	2	794	-0.7%	/	/	i	1.0	/	/	/	/	i	28	/	/	/	/	/
CCN1CCN(C(=O)c2ccc(OC)c(S(=O)(=O)Nc3ccc(C)cc3)c2)CC1	-23	531	-1.1%	i	-6	i	0.9	-3	-15	0.19	1102	i	25	-2.5	1098	1.9	1.6	3.7
Cc1cc(C)c2oc(C(=O)Nc3ccc(S(=O)(=O)N4CCCC(C)C4)cc3)cc(=O)c2c1 (stereo unspecified)	0	680	-1.0%	i	-8	i	0.3	9	0	-0.2	1178	i	59	1.0	1006	4.9	4.1	7.1
Cn1cccc1/C=C1\SC(=S)N(NC(=O)c2ccccc2O)C1=O	-20	732	0.3%	/	/	i	1.6	/	/	-0.08	1021	i	56	0.6	1346	/	/	/
CCOC(=O)N1CCN(CC(=O)Nc2ccc([N+](=O)[O-])cc2C(=O)Nc2ccccc2F)CC1	-5	678	0.5%	i	19	i	0.3	16	16	-0.08	1243	i	32	-0.8	1074	3.0	2.5	10.0
O=C(CN1CCOCC1)N1CCc2ccccc2C(c2ccccc2)C1 (stereo unspecified)	/	/	-0.2%	i	0	i	0.8	-4	6	0.91	629	i	28	-5.7	868	1.4	1.6	6.9
Cc1cc(Nc2cnc3ccccc3n2)n(-c2ccccc2)n1	/	/	0.2%	i	16	i	14	5	22	0.09	1596	i	43	1.0	1303	3.0	2.0	4.1
O=C(CN1C(=O)c2ccccc2S1(=O)=O)NCCC1=CCCCC1	-20	706	0.1%	i	1	i	0.9	-9	-5	0.09	1294	i	46	0.9	903	11	24	96
C/C(=N\N)c1c(-c2ccccc2)c2cc(C)ccc2[nH]c1=O	12	692	0.1%	/	/	i	0.5	/	/	-0.78	1090	i	17	1.4	1194	/	/	/
CC(=O)n1cc(-c2ccncc2)c2ccccc21	1	702	-0.1%	i	-4	i	2.9	4	3	0.06	1992	i	44	4.5	759	7.2	5.5	13
COc1cc(OC)c2c(N)c(C#N)c(C(F)(F)C(F)(F)F)nc2c1	7	805	-0.1%	i	-24	i	0.4	3	3	-0.53	913	i	48	/	/	0.9	0.7	12
N#CC1(c2ccccc2)CCC(=NO)CC1 (stereo unspecified)	7	768	-0.1%	i	34	i	0.7	-23	-76	0.27	733	i	53	/	/	2.0	1.1	3.5
CCn1cc(CCC(=O)NCCN2CCOCC2)c2ccccc21	8	835	-0.2%	/	/	i	0.3	/	/	/	/	i	49	/	/	/	/	/
CCN(CC(=O)Nc1ccc(OC)c(Cl)c1)CC(=O)NC(C)C	-6	757	-0.7%	i	-5	i	1.0	-4	3	0.18	1321	i	24	-0.9	1107	1.1	1.7	8.0
CCCOc1ccc(C(=O)OCC(=O)NCCc2ccc(OCC)c(OCC)c2)cc1OC	88*	697*	0.0%	/	/	i	4.4	/	/	/	/	i	57	/	/	/	/	/
CCN(CC)CCn1c(=N)n(CC(O)COc2cccc(C)c2)c2ccccc21 (stereo unspecified)	3	691	0.0%	i	7	i	0.2	8	-3	-0.27	1656	i	61	-0.9	891	3.1	3.3	6.9
CCOc1ccc(NC(=S)NCc2cccnc2)cc1	10	684	-0.3%	/	/	i	0.5	/	/	-0.13	1356	i	19	-0.9	1337	/	/	/
Cc1cccc(-c2oc3ccccc3c2C#CCCO)c1	-1	748	0.4%	/	/	i	0.9	/	/	/	/	i	38	/	/	/	/	/
Cc1cccc(CN2C(=O)CSc3ccc(C(=O)NC4CC4)cc32)c1	11	834	0.2%	/	/	i	0.7	/	/	/	/	i	13	/	/	/	/	/
Cc1cc(C)nc(NC2=NCC(=O)N2c2cccc(Cl)c2)n1	-18	714	-0.4%	i	-5	i	0.9	3	-2	-0.08	1322	i	28	/	/	4.8	2.1	7.9
COc1ccccc1C(=O)c1cc2ccc(O)cc2oc1=O	2	720	0.7%	i	5	i	0.5	-12	-7	0.52	1170	i	50	1.9	1105	3.0	1.6	2.6

Later entries.
SMILES	Lipid droplet	Lipid droplet cells 6.5 µM	West Nile virus CPE	Autophagy mod	Autophagy mod cell loss 18 h	Myeloid diff 2	Myeloid diff 2 GFP+ MAC1+ %	WT yeast gro inh	WT yeast gro inh mutant strain	Insulin prom up	Insulin prom up cell count	T cell modulator	T cell modulator vesicle-bound %	bCat nuc transl	bCat nuc transl cell count 5 µM	MT stabilize HCS	MT stabilize HCS Hoechst-high %	MT stabilize HCS cytotoxicity %
COc1cccc(CNC(=O)CCCn2c(=S)[nH]c3cc4c(cc3c2=O)OCO4)c1	12	664	-0.3%	/	/	i	0.3	/	/	/	/	i	35	/	/	/	/	/
O=C(CC1CCCC1)N1CCCC(Nc2ccc(F)cc2)C1 (stereo unspecified)	15	736	-1.0%	/	/	i	1.4	/	/	/	/	i	34	/	/	/	/	/
Cc1cccc(CS(=O)(=O)c2ncc(Cl)c(C(=O)Nc3ccc(F)cc3)n2)c1	-3	717	-0.6%	/	/	i	3.4	/	/	/	/	i	4	/	/	/	/	/
O=C(NCCC1=CCCCC1)N[C@@H](Cc1ccccc1)C(=O)O	11	740	0.2%	i	-9	i	1.5	-3	-40	-0.04	1323	i	27	/	/	1.8	0.2	15
COc1ccc(NC(=O)CCCn2c(=O)c3sccc3n(Cc3ccccc3C)c2=O)cc1	-24	676	-1.5%	i	6	i	2.3	11	-1	-0.13	1297	i	20	/	/	3.0	3.5	5.2
CCC(=O)N1CCN(c2ccc(Cl)cc2NC(=O)c2ccc(Br)o2)CC1	/	/	-0.7%	i	6	i	0.5	/	/	/	/	i	41	/	/	3.6	2.9	1.7
O=C(O)CNc1nc(-c2ccccc2)c2cc([N+](=O)[O-])ccc2n1	0	629	2.5%	i	-6	i	0.7	10	-2	-0.27	1469	i	37	-3.4	1169	6.7	2.3	7.7
O=C(Nc1ccccc1)c1cc(S(=O)(=O)N2CCOCC2)cs1	2	774	-0.2%	i	6	i	0.8	/	/	/	/	i	14	/	/	2.7	2.8	9.5
Cc1cccc(-c2noc(CCC(=O)NCc3ccccc3)n2)c1	/	/	-0.6%	i	-4	i	1.5	9	6	-0.65	1241	i	47	-7.3	1009	3.7	3.0	2.3
COc1ccccc1C(CC(=O)O)NS(=O)(=O)c1ccc2c(c1)N(C(C)=O)CC(C)O2 (stereo unspecified)	-9	733	0.3%	/	/	i	2.2	/	/	/	/	i	49	/	/	/	/	/
Cc1c(C(=O)N2CCc3ccccc3C2)sc2nc(-c3ccccc3)cn12	-14	705	-0.2%	i	1	i	1.9	55	33	0.07	1067	i	34	0.9	950	3.3	2.8	10
O=C(NCCNC(=O)c1ccco1)c1ccc(Cl)c(Cl)c1	-11	826	-0.2%	/	/	i	0.6	/	/	/	/	i	36	/	/	/	/	/
CCOC(=O)N1CCN(C(=O)CSc2nnc(Cn3c(=O)sc4ccccc43)n2C)CC1	-1	733	0.0%	i	-5	i	1.6	9	6	-0.39	1434	i	64	/	/	2.7	2.9	6.8
CCn1nc(C)cc1C(=O)Sc1cccc(Cl)c1	-2	762	-0.1%	/	/	i	0.2	/	/	/	/	i	38	-0.6	1343	/	/	/
COC(=O)c1c(NC(=O)COc2ncnc3ccccc23)sc(C)c1C	-10	733	-1.1%	i	-1	i	1.1	-3	5	-1	1507	i	47	-0.1	1046	8.1	2.8	8.6
Cc1ccc(-n2c(C)cc(C(=O)CN3C(=O)C(=O)N(C4CCCC4)C3=O)c2C)cc1	7	709	1.3%	i	14	i	0.5	34	3	-0.54	1168	i	57	0.0	1042	1.7	1.9	5.0
CCCC1C2CN(C(C)=O)CC=C2C(C#N)=C(N)C1(C#N)C#N (stereo unspecified)	-1	744	0.1%	i	0	i	1.0	-9	13	-1.1	913	i	15	1.0	968	7.6	2.0	8.4

Bioassay records as filed in PubChem.
